Compound activity (PubChem BioAssay)
Lamin A splicing: changes lamin A minigene splicing in HeLa cells; HeLa LMNA splicing GFP/RFP minigene ratio, 48 h; 200,000 tested, 0.01% active; Potency, µM (top dose mostly 46.1 µM), for inactives: at the top dose ratio change, negative = inhibition, most hits filed as inhibitors; active = well fitted inhibition curve with a large enough effect in the signal ratio, with a control signal flat, not every such curve was filed as active; inconclusive = small, poorly fitted or top-dose-only effect, or effect the other way, or a change in a side signal; the % refers to the signal ratio; note: potency is the fitted concentration of half-maximal effect; % is set by controls: 0 for no effect and ±100 for the full control effect
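Read-out is the ratio of GFP to DsRed2 object intensity, acquired by 488 nm laser-scanning cytometry on HeLa lamin A-EGFP minigene reporter cells. Compound incubation 48 hrs at 37 °C in Opti-MEM with 2% FBS; DMSO 0.5% final.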
HTT ATP protect: Huntington cell model cytoprotection by ATP luminescence. 230,000 tested, 0.14% active. PC12 HTT-Q103 induced, cytoprotection, ATP luminescence, 40 h. AID 1471. Potency, µM (highest dose often 56.4 µM), for the others: cytoprotection (ATP increase), usual class: activators;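 note: potency is the fitted concentration of half-maximal effect; % of control where 0% means no effect; nearly all actives have a fitted effect of over 45% in size; toxic huntingtin expression switched on by the ecdysone agonist tebufenozide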
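Quantitative HTS on tebufenozide-induced (100 nM) PC12 cells expressing HTTQ103 exon 1–GFP; compounds tested as a concentration series; survival measured via cellular ATP.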
aGlu spleen mod: lysosomal alpha-glucosidase (human) modulation. P10253. human spleen homogenate, 4-MU-alpha-glucoside fluorescence. Potency, µM (highest dose often 79.9 µM), for the others: at the top dose activity change, negative = inhibition, usual class: inhibitors. 240,000 tested, 0.006% active. AID 2112;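 note: potency is the fitted concentration of half-maximal effect; 0% = enzyme with vehicle and -100% = no enzyme basal signal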
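Human spleen homogenate (1 ug) incubated with compounds and 1 mM 4-methylumbelliferyl-alpha-D-glucopyranoside in pH 5.0 citrate/phosphate buffer, 37 C, 40 min. Stopped at pH 10; 4-MU fluorescence (Ex 365/Em 440 nm); AC50 by Hill fit.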
GAA glycogen mod: inhibitors or activators of human alpha-glucosidase glycogen cleavage. Potency, µM (top dose mostly 76.4 µM), inactives show top-dose activity change, negative = inhibition, hits mostly inhibitors. recombinant GAA, glycogen substrate, Amplex Red glucose oxidase fluorescence. 300,000 tested, 0.38% active. P10253. AID 2100;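 note: potency is the fitted concentration of half-maximal effect; 0% = full enzyme reaction and -100% = no-enzyme basal signal; the screen sought inhibitors and activators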
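Natural-substrate format: glycogen cleavage by 4 nM human enzyme, glucose read by Amplex Red coupling (Ex 573, Em 610 nm). Normalized to enzyme and no-enzyme controls.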
GAA inhib: blocks human lysosomal alpha-glucosidase; purified human GAA, 4-MU-alpha-glucoside fluorescence; P10253; 200,000 tested, 0.005% active; Potency, µM (titrated, usually from 76.9 µM), without a hit: top-dose activity change, negative = inhibition, most hits filed as inhibitors;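 note: potency is the fitted concentration of half-maximal effect; plate controls were uninhibited enzyme wells for no effect and no-enzyme background for full effect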
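qHTS format, compound range up to 77 uM. Human lysosomal enzyme at 4 nM, 400 uM 4-MU glucoside substrate, pH 5.0, 20 min room temperature; fluorescence after alkaline stop gives activity normalized to controls.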
CBFb-RUNX1 inh: inhibitors of human CBF-beta and RUNX1 interaction; AID 1477; AlphaScreen CBFb-His/RUNX1-biotin binding, biochemical; Potency, µM (series often up to 59.8 µM), without a hit: top-dose activity, negative = inhibition, usual class: inhibitors; 230,000 tested, under 10 active; Q01196+Q13951; note: % of control where 0% means no effect
Target sequence (Q01196 whole entry, looked up): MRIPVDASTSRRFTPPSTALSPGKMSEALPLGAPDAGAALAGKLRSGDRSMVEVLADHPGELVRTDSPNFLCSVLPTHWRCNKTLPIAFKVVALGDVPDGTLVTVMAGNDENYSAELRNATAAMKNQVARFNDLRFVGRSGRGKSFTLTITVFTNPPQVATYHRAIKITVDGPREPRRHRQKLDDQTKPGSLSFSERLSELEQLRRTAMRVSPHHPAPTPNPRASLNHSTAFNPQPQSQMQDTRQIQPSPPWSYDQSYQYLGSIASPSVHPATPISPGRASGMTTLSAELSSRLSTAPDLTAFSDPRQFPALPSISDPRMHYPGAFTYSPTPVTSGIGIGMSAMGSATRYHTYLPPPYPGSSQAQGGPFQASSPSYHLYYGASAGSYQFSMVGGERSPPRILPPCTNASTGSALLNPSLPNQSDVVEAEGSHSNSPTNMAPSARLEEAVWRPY
Target sequence (Q13951 whole entry, looked up): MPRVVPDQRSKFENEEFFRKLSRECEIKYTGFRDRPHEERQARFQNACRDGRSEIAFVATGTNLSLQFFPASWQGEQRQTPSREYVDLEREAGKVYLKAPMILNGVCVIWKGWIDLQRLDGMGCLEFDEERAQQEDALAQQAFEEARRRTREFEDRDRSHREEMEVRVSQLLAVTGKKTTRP
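Bead-based AlphaScreen assay; binding partners His-tagged CBF-beta and biotinylated RUNX1 at 30 nM each. Compound exposure 15 min after a 20-min protein preincubation; bead step 90 min; all steps at room temperature.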
HttQ103 aggreg: inhibitors of mutant huntingtin aggregate formation in PC12 cells. PC12 HttQ103-GFP aggregates, Acumen cytometry, 40 h. Potency, µM (highest dose often 46.1 µM), for inactives: top-dose activity change, negative = inhibition, usual class: inhibitors. 220,000 tested, 1.1% active. AID 1688; note: potency is the fitted concentration of half-maximal effect; % is set by controls: 0 for no effect and ±100 for the full control effect; nearly all actives have a fitted effect of over 60% in size
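Huntingtin Q103 exon 1–GFP aggregates in induced PC12 cells (100 nM tebufenozide) were quantified by cytometry from lysates, with compounds dosed in titration.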
* hit, by the source's call; ? = inconclusive; · = no result given; & = joins results of further samples; [ ] = remark or other dose. Unless noted, calls come from the whole dose curve; as a rule, active = well fitted curve in the direction sought with a large enough effect; inconclusive = small, poorly fitted or top-dose-only effect, or another doubt; inactive = no such curve, though single readings can be large; an effect the other way counts as inactive or inconclusive. The order is random; about 1.5% have a hit in one of these screens.

nr	molecule	Lamin A splicing	HTT ATP protect	aGlu spleen mod	GAA glycogen mod	GAA inhib	CBFb-RUNX1 inh	HttQ103 aggreg
1	NC1(C(=O)O)C[C@H](C(=O)O)[C@H](C(=O)O)C1 (stereo partly drawn)	·	?	2%&0%&15%	·	·	12%	·
2	O=c1ccc(C(F)(F)F)cn1Cc1cc(=O)n2cc(Br)ccc2n1	2%[46 µM]	-39%	7%	13%	2%	-22%	6%
3	COc1ccccc1S(=O)(=O)Cc1ccc(C(=O)NCc2ccc3c(c2)OCO3)o1	-10%	-22%	-3%	-1%	-2%	-2%	-23%
4	O=C(Nc1ccccc1F)C1CCCN(S(=O)(=O)c2cccc3cccnc23)C1 (stereo not drawn)	-6%	-10%	-3%	4%	1%[15.4 µM]	6%	-10%
5	CN(C(=O)COc1ccc([N+](=O)[O-])cc1)C1CCS(=O)(=O)C1 (stereo not drawn)	·	5%[10 µM]	8%	15%	·	6%	-2%[9.22 µM]
6	C=CCNC(=O)c1cc([N+](=O)[O-])cc2c(=O)[nH]c(Nc3ccc(Cl)c(Cl)c3)nc12	·	-29%	-2%	·	·	5%	·
7	Cc1nc(SCC(=O)N(C)Cc2ccco2)c2c(C)c(C)sc2n1	?	-11%[10 µM]	-1%	-4%	-3%	-2%	-16%
8	CCOc1cc(/C=C2/COc3ccccc3C2=O)ccc1OCC(=O)N(C)C	·	?	-6%	-2%	-3%	10%	2%
9	CCC(=O)c1ccc(N2CCN(S(=O)(=O)c3ccccc3)CC2)c(F)c1	6%[46 µM]	9%[10 µM]	3%	-3%	-12%	2%	-8%[9.22 µM]
10	CCn1c(/C=C/Nc2ccccc2)[n+](CC)c2ccc(Cl)cc21	10%	·	-5%	-1%	2%	16%	13%
11	Cc1ccc(NC(=O)C2CCCN2C(=O)NC2CCCCC2)cc1C (stereo not drawn)	·	-21%	-5%	8%	-5%	7%	-13%
12	O=C(CCS(=O)(=O)c1ccccc1)Nc1ccc2c(c1)C(=O)NC2=O	17%[46 µM]	?	-6%	6%	3%	-2%	2%
13	CC(C)(C)C(=O)NCCn1ccc2ccccc21	-5%	-5%[10 µM]	-5%	-14%	1%	8%	-9%
14	Cc1snc(S(=O)(=O)Cc2ccccc2Cl)c1C#N	?	21%	-4%	2%	-6%	11%	0%
15	CCNC(=S)NNc1nc(N2CCOCC2)nc(N2CCOCC2)n1	23%[9.22 µM]	3%	-1%	?	4%	2%	0%
16	CCC(C)NS(=O)(=O)c1ccc(OCC(=O)Nc2ccc(F)cc2F)cc1 (stereo not drawn)	1%	17%[1.9 µM]	0%	2%	-1%	6%	1%
17	CC(C)C(=O)N(Cc1ccc2c(c1)OCO2)Cc1ccccn1	14%	-1%	1%	3%	-1%	2%	3%
18	Cc1nc(SC2CCOC2=O)c2c(C)c(C)sc2n1 (stereo not drawn)	6%[0.0737 µM]	-5%	-4%	-3%	6%	3%	13%
19	COc1ccccc1C(=O)Nc1nnn(C)n1	?	-18%	-5%	4%	5%	-4%	2%[9.22 µM]
20	O=C1CCC(=O)N1c1cccc(OS(=O)(=O)c2ccccc2)c1	?	·	-2%	3%	-12%	4%	3%

Next part:
nr	molecule	Lamin A splicing	HTT ATP protect	aGlu spleen mod	GAA glycogen mod	GAA inhib	CBFb-RUNX1 inh	HttQ103 aggreg
21	Cc1ccc(C(=O)ON=C2CCN(c3ccc([N+](=O)[O-])cc3)CC2)cc1	17%	-13%	-6%	9%	0%	-20%	-10%
22	CN1N=C(C(=O)N2CCc3c([nH]c4ccccc34)C2c2c(F)cccc2Cl)CCC1=O (stereo not drawn)	-4%[46 µM]	-17%[10 µM]	-15%	14%	9%	-14%	0%[9.22 µM]
23	O=C(NNC(=O)c1ccc(Cl)cc1Cl)c1cccs1	2%[46 µM]	3%[10 µM]	5%	-13%	7%	5%	7%
24	CCOC(=O)CN(C(=O)COc1nc(-c2ccccc2)cc(C)c1C#N)c1ccc(F)cc1	·	-8%[10 µM]	-18%	9%	·	-18%	-11%[9.22 µM]
25	COc1cccc(NC(=O)CSc2ccc3nnc(-c4ccncc4)n3n2)c1	-2%	-4%	0%	11%	0%	3%	6%
26	c1ccc(-c2cn3cccnc3n2)cc1	6%	-5%	23%	-7%	?	10%	-3%
27	CNC(=O)Nc1ccc(Cl)cc1	-14%	-14%[10 µM]	1%	-7%	2%	12%	-5%
28	Cc1cc(C)cc(-n2nnc(C(=O)NCc3ccco3)c2N)c1	-3%	-9%[1.9 µM]	-5%	2%	-6%	-4%	-6%
29	CCCC(=O)NC(=S)Nc1ccc(N2CCOCC2)c(Cl)c1	3%	32%[10 µM]	-1%	-3%	2%	5%	-14%
30	COc1ccc(OC)c(NC(=O)CN2CCC(C(=O)c3ccc(C)cc3)CC2)c1	-4%	-2%	-7%	-2%	-6%	-18%	11%
31	CCc1ccc(-c2nc(CN3CCC(C(=O)NCc4ccco4)CC3)c(C)o2)cc1	1%	-23%[0.074 µM]	-9%	-2%	-6%	-1%	-2%
32	O=C(/C=C\c1cn(-c2ccccc2)nc1-c1ccccc1)Nc1nccs1	-10%	15%[10 µM]	1%	-4%	?	2%	-29%
33	CN(C)c1ccc(-n2cccc2/C=C2/SC(=Nc3ccc(F)cc3)NC2=O)cc1	10%	1%	-8%	4%	-5%	1%	-4%
34	O=C(Nc1ccc(C(F)(F)F)cc1)C1CCCN1S(=O)(=O)c1cccc2cccnc12 (stereo not drawn)	?	-38%	-11%	-7%	-7%	1%	?
35	CCCOc1ccc(-c2nc(OC)c3ccccc3n2)cc1	1%	-23%	3%	-7%	-9%	0%	-8%
36	Cc1ccc(NC(=O)NNS(=O)(=O)c2ccc(Br)cc2)cc1	1%	-5%	-5%	-1%	-1%	-1%	9%
37	Cc1n(N)c2ccccc2[n+]1CC(=O)c1ccccc1	·	4%[10 µM]	3%	18%	14%	5%	6%[9.22 µM]
38	Cc1ccc(C=Nc2cccnc2N)cc1	-1%	-6%[10 µM]	0%	?	-2%	-6%	29%
39	Cc1nc2ccc(CCO)cc2s1	1%	5%[10 µM]	-2%	1%	-7%	-9%	8%
40	COc1ccc(NC(=O)c2cccnc2N2CCCCC2)cc1	-6%	-21%[0.074 µM]	-16%	-8%	5%	4%	-6%

(more compounds)
nr	molecule	Lamin A splicing	HTT ATP protect	aGlu spleen mod	GAA glycogen mod	GAA inhib	CBFb-RUNX1 inh	HttQ103 aggreg
41	COc1ccc(C(=O)N2CC3(CC(c4cccc(NC(=O)COc5ccc(Cl)cc5)c4)=NO3)C[C@@H]2C(N)=O)cc1 (stereo partly drawn)	·	12%[10 µM]	3%	-20%	·	-2%	-8%[9.22 µM]
42	Cc1cc(N)n2nc(C)c(-c3ccccc3)c2n1	5%	-7%	-14%	6%	-6%	-1%	-8%
43	O=C(Nc1ccc2c(c1)OCO2)C1CCN(C(=O)CSc2ncnc3ccccc23)CC1	?	12%[10 µM]	-3%	0%	-2%	-9%	17%
44	CC(C)CNC(=O)C1CCCN1S(=O)(=O)c1ccc(Cl)cc1 (stereo not drawn)	3%	3%	-3%	10%	-2%	-1%	-5%[9.22 µM]
45	Cc1ccc(/C=N/NC(=O)Cc2c[nH]c3ccccc23)c(C)c1	-4%	3%	-1%	-22%	-7%	-8%	0%
46	O=C(Nc1cccnc1)C1CCC(CNS(=O)(=O)c2cccc3nsnc23)CC1 (stereo not drawn)	·	-7%[10 µM]	6%	2%	·	15%	-11%[9.22 µM]
47	Cc1ccc(NC(=S)N2CCN(Cc3ccccc3)CC2)c(C)c1	-8%	17%[10 µM]	-1%	8%	1%	-3%	15%
48	c1cc(C(c2nnnn2C2CCCC2)N2CCOCC2)ccn1 (stereo not drawn)	1%	-10%	-2%	-4%	2%	14%	-4%
49	COc1ccccc1CNC(=O)COC(=O)/C=C/c1cccs1	1%	·	7%	2%	8%	8%	0%
50	Cc1ccc(NC(=S)NCCCN2CCOCC2)cc1	23%	·	-6%	5%	4%	-9%	15%
51	CC1(C)Cc2ccccc2C(NNC(=O)c2cccnc2)=N1	-2%	4%[10 µM]	6%	-4%	1%	-1%	0%
52	C[C@@H](C(=O)Nc1ccc2ccccc2c1)[C@H]1C[C@]1(C)[C@H](NC(=O)Oc1ccc(F)cc1)c1ccccc1	·	-5%	-3%	·	·	4%	·
53	Cc1cc(NC(=O)c2ccc(S(=O)(=O)N3CCOCC3)cc2)no1	-2%[46 µM]	-8%	-2%	1%	1%	7%	1%
54	CCC(=O)Nc1ccc(C(=O)N/N=C/c2cc(Br)c(OC)cc2OC)cc1	7%	-2%[10 µM]	-3%	13%	1%	7%	-28%
55	COc1cccc(N=Nc2c(N)[nH][nH]c2=O)c1	?	·	2%	?	7%	1%	-11%
56	COc1cnc(SC(C)C)[nH]c1=O	·	17%	-2%	-1%	8%	0%	-27%
57	Cc1ccc(NC(=O)CSc2nnc(NC(=O)c3ccco3)s2)cc1	·	-55%	9%	-6%	1%	1%	27%
58	COc1ccc(S(=O)(=O)N(C)c2ccc(C(N)=O)cc2)cc1	6%	11%	4%	2%	0%	-3%	20%
59	CC1CC(C)CN(C(=O)Nc2ccccc2F)C1 (stereo not drawn)	·	13%[10 µM]	1%	3%	·	8%	10%[9.22 µM]

Rewritten with one line to a screen: entries from further up.
[29] CCCC(=O)NC(=S)Nc1ccc(N2CCOCC2)c(Cl)c1
[34] O=C(Nc1ccc(C(F)(F)F)cc1)C1CCCN1S(=O)(=O)c1cccc2cccnc12 (stereo not drawn)
[26] c1ccc(-c2cn3cccnc3n2)cc1
[6] C=CCNC(=O)c1cc([N+](=O)[O-])cc2c(=O)[nH]c(Nc3ccc(Cl)c(Cl)c3)nc12
Compound	29	34	26	6
Lamin A splicing	3%	?	6%	·
HTT ATP protect	32%[10 µM]	-38%	-5%	-29%
aGlu spleen mod	-1%	-11%	23%	-2%
GAA glycogen mod	-3%	-7%	-7%	·
GAA inhib	2%	-7%	?	·
CBFb-RUNX1 inh	5%	1%	10%	5%
HttQ103 aggreg	-14%	?	-3%	·
